From PubChem BioAssay
USP2a block: qHTS Assay for Inhibitors of Ubiquitin-specific Protease USP2a Using CHOP2 as the Reporter | Potency, µM (titrated, usually from 38.3 µM), for the others: top-dose activity change, negative = inhibition, hits mostly inhibitors | hit rate 0.01% among 330,000 | USP2 core, Ub-CHOP2 coupled fluorogenic reporter, 485/531;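 further: potency means the concentration at half of the fitted maximal effect; plate controls were DMSO wells for no effect and full inhibition by NEM control for full effect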
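USP2 core (10nM final) preincubated 30min RT with compound in 20mM Tris-HCl pH 8.0, 2mM CaCl2, 2mM beta-mercaptoethanol, 0.05% CHAPS; 25nM Ub-CHOP2 plus 25nM reporter substrate added, fluorescence (Ex485/Em531) read after 60min.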
Mito fusion yeast: qHTS Assay for Small Molecule Inhibitors of Mitochondrial Division or Activators of Mitochondrial Fusion. S. cerevisiae fusion-defective mutant growth rescue, CellTiterGlo 48 h. Potency, µM (highest dose often 46.1 µM), for the others: top-dose growth rescue (activation), actives largely listed as activators. hit rate 0.23% among 320,000. AID 485298, 2010;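 further: potency means the concentration at half of the fitted maximal effect; % of control where 0% means no effect; nearly all actives have a fitted effect of over 45% in size; temperature-sensitive fusion mutants such as fzo1-1 at 37 °C on non-fermentable ethanol glycerol medium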
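Yeast fusion mutant, YPEG (non-fermentable carbon), compound, 48 h at 37C non-permissive; CellTiterGlo added, 10 min RT, luminescence read. Rescued growth = division inhibition.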
Eya2 inh: qHTS Assay for Inhibitors of the Phosphatase Activity of Eya2; AID 488837, 2010; recombinant Eya2, OMFP fluorescence dephosphorylation (OMFP is methylfluorescein phosphate); Protein phosphatase EYA2 (Homo sapiens), O00167; hit rate 0.006% among 330,000; Potency, µM (doses to about 76.9 µM), inactives show at the highest dose activity, negative = inhibition, usual class: inhibitors; further: potency means the concentration at half of the fitted maximal effect; on the % scale 0 is the no-effect control and ±100 the full control effect
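Eya2 protein (added as 0.2 uM solution) was preincubated with compound for 10 min at ambient temperature in 50 mM HEPES pH 7.5, 50 mM NaCl, 5 uM MgCl2, 0.05% BSA, 1 mM DTT. OMFP (added at 50 uM) then reacted 10 min; fluorescence read at 485/525 nm.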
A-T KAP1 phos: qHTS Assay for Identifying a Potential Treatment of Ataxia-Telangiectasia; […] A-T fibroblasts, KAP-1 phosphorylation AlphaLISA; neocarzinostatin DNA damage 30 min before lysis; Potency, µM (titrated, usually from 57.5 µM), inactives show top-dose activation, most hits filed as activators; hit rate 0.19% among 320,000; AID 485349, 2010; further: potency means the concentration at half of the fitted maximal effect; % of control where 0% means no effect; nearly all actives have a fitted effect of over 45% in size
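hTERT-immortalized A-T patient fibroblasts ([…]), 500 cells/well in OPTI-MEM, 1% FBS, got compounds for 60 min, then NCS for 30 min at 37C. Lysates were then assayed for phospho-KAP-1 by AlphaLISA (anti-pKAP1 donor, anti-KAP1 acceptor beads), 6 hr at 25C.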
TRPV1 agonist: HTS Assay for Compounds that Act as Agonists of the Vanilloid Receptor 1; hit rate 0.19% among 320,000; AID 540275, 2011; TRPV1-expressing cells, Fluo-8 calcium influx, agonist mode; activation, % at 8.33 µM; in the data active means activation above about 80%; inconclusive means between about 30% and that limit; further: 0% is about no effect
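TRPV1-expressing cells were cultured overnight at 35.5C and loaded with Fluo-8 calcium dye for 40 to 90 min at room temperature. After a 10 s baseline, compound was added and calcium influx was read kinetically for 3 min (ex 480/em 520 nm).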
TSHR antag: Antagonists of the Thyroid Stimulating Hormone Receptor: HTS campaign | activity change, negative = inhibition, % at 11.5 µM | Thyrotropin receptor (Homo sapiens), P16473 | AID 504810, 2011 | hit rate 0.2% among 330,000 | TSHR-expressing cells, TSH-stimulated cAMP HTRF, 2 h; active compounds read low;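 active means activity change below a set negative limit, meaning inhibition stronger than a set level, cut at about -70% in these data; inconclusive means activity change between two set negative limits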; further: on the % scale 0 is the no-effect control and ±100 the full control effect
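TSHR-expressing cells, 200/well, pre-treated with compound, then stimulated with EC80 TSH (4nM final) for 2 hours at 37 deg C. cAMP measured by competitive HTRF: anti-cAMP cryptate antibody in lysis buffer plus cAMP-d2, read after 30 minutes at room temperature.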
TCR activator: Activators of T cell receptors: qHTS campaign | primary human leukocytes, anti-CD3, IL-2 HTRF, 48 h | 330,000 tested, under 10 active | AID 504894, 2011 | Potency, µM (top dose mostly 9.22 µM), without a hit: top-dose activation of IL-2 secretion, usual class: activators; further: % of control where 0% means no effect
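Readout: HTRF IL-2, Eu-cryptate/d2 antibody pair, 320nm excitation, 665nm emission. Stimulus: a-CD3 beads, no co-stimulation. Cells: primary human leukocytes. Exposure: 48 hr with compound.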
ELG1 DNA repair: qHTS screen for small molecules that inhibit ELG1-dependent DNA repair in human embryonic kidney (HEK293T) cells expressing luciferase-tagged ELG1; AID 504467, 2011; HEK293T ELG1-luciferase reporter, luminescence, 16 h; DNA damage induced by 5-fluorouridine; Potency, µM (series often up to 46.1 µM), for inactives: top-dose activity change, negative = inhibition, actives largely listed as inhibitors; hit rate 2.3% among 330,000; further: potency means the concentration at half of the fitted maximal effect; on the % scale 0 is the no-effect control and ±100 the full control effect; nearly all actives have a fitted effect of over 55% in size
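HEK293T cells expressing luciferase-tagged ELG1 (2,000/well) received 5-Fluorouridine plus compound or DMSO for 16 hr at 37 °C. Luciferase was read by ONE-Glo luminescence after 30 min at room temperature.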
KCNH2 WT inh: qHTS for Inhibitors of KCHN2 3.1: Wildtype qHTS. AID 720551, 2013. Voltage-gated inwardly rectifying potassium channel KCNH2 (Homo sapiens), Q12809. hit rate 0.37% among 340,000. U2OS, BacMam KCNH2, thallium flux FluxOr; active compounds read low. activity change, % at 1.84 µM;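 active means maximum activity change below -70%; inconclusive means maximum activity change between -70% and -50%; inactive means maximum activity change above -50%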; further: on the % scale 0 is the no-effect control and ±100 the full control effect
Target sequence (Q12809 whole entry, looked up): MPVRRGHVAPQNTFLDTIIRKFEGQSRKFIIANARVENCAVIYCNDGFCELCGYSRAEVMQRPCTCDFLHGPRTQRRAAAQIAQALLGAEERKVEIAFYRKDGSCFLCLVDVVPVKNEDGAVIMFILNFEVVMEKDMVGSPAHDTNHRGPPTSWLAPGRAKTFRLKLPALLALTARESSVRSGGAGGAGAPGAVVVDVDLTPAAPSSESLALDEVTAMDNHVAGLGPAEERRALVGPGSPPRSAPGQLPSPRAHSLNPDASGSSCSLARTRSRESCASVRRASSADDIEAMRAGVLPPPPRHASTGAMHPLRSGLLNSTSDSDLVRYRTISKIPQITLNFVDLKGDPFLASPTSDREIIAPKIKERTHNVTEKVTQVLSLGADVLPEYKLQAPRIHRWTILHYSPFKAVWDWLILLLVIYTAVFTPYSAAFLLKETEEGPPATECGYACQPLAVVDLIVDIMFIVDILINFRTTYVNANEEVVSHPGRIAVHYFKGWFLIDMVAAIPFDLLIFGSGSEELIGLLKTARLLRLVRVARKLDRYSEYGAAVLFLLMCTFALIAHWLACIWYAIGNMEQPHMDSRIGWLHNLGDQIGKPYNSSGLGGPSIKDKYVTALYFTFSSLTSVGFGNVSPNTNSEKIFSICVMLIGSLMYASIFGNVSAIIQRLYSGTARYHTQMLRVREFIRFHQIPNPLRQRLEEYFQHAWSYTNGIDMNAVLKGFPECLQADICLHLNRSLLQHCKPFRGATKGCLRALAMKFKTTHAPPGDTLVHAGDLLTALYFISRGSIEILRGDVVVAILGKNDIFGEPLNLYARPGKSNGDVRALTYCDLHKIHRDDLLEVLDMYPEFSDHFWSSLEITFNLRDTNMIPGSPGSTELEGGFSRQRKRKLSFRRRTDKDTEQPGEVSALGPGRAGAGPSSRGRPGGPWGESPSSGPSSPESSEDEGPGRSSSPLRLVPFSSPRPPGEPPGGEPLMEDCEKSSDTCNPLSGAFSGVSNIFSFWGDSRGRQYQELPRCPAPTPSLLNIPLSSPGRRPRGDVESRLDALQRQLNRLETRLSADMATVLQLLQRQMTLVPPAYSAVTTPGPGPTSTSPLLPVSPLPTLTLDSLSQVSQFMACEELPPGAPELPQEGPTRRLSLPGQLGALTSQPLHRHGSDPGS
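U2OS cells transduced with wild-type KCNH2 virus are loaded with FluxOr dye for 45 min, and thallium flux is measured in kinetic reads before and after stimulation buffer. Rate constants are normalized to DMSO controls.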
KCNH2 3.1 inh: qHTS for Inhibitors of KCHN2 3.1: Mutant qHTS; Potassium voltage-gated channel subfamily H member 2, brain isoform KCNH2 3.1 (human); U2OS KCNH2 3.1, thallium flux FluxOr; active compounds read low; activity change, % (tested at about 1.8 µM); hit rate 0.95% among 340,000;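 active means maximum activity change below -70%; inconclusive means maximum activity change from -70% to -50%; inactive means maximum activity change above -50%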;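 further: thallium influx rate constant from kinetic fluorescence after stimulation buffer; on the % scale 0 is the no-effect control and ±100 the full control effect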
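We transduce U2OS cells with the mutant 3.1 virus, culture them overnight, load FluxOr with Red40 quencher for 45 min, then add stimulation buffer and read kinetically for 2 min to derive a normalized rate constant.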
An asterisk follows results filed as active; ? = inconclusive; / = no result given; [ ] = dose if it differs, or a comment. Unless noted, the call rests on the fitted dose curve; in most records, active means well fitted curve in the direction sought with a large enough effect; inconclusive means small, poorly fitted or top-dose-only effect, or another doubt; inactive means no such curve, though single readings can be large; an effect the other way counts as inactive or inconclusive.

SMILES	USP2a block	Mito fusion yeast	Eya2 inh	A-T KAP1 phos	TRPV1 agonist	TSHR antag	TCR activator	ELG1 DNA repair	KCNH2 WT inh	KCNH2 3.1 inh
O=C(/C=C/c1cccs1)N1CCCC1	0.9%	19.8%	4.0%	14.3%	0.8	7.4	3.5%	?	-3.4	1.6
COc1ccc(-c2nc(CS(=O)CC(=O)NCCC3=CCCCC3)c(C)o2)cc1 (stereo not drawn)	-0.3%	-4.8%	-0.9%	13.8%	/	8.8	2.0%	?	-3.8	-1.2
COc1ccccc1N1CCN(C(=O)c2cccc(NC3=NC4CS(=O)(=O)CC4S3)c2)CC1 (stereo not drawn)	2.2%	-2.3%	3.9%	-8.3%	-1.7	10.5	-5.5%	10.0%	0.3	17.7
CCCCc1nc(N2CCOCC2)c(C#N)c2c1COC(C)(C)C2	-5.5%	24.8%	-27.4%	21.6%	/	-7.1	-0.2%	?	-8.6	-9.7
Clc1ccc(-c2nnc(COc3ncnc4sccc34)o2)cc1	0.8%	-2.7%	2.3%	8.5%	-2.6	39.4	-1.7%[46.1 µM]	?	-8.3	-18.1
Cc1ccc(-c2n[nH]c(=S)n2/N=C/c2cccs2)cc1	3.8%	12.9%	5.7%	-5.8%	1.0	-16.2	0.5%[46.1 µM]	18.0%	6.2	1.4
COc1ccc(N2C(=O)CC(NCc3cccs3)C2=O)cc1 (stereo not drawn)	-1.7%	-6.6%	3.1%	4.5%	-2.0	-3.4	-1.3%	-1.1%	0.5	-15.5
Cc1cc(C)nc(-n2ncc3c2CC(c2ccc(F)cc2)CC3=O)n1 (stereo not drawn)	-0.4%	-1.1%	-9.9%	0.9%	10.2	-4.5	5.2%	-29.2%	-1.8	6.2
C/C(=N\NC(=O)CN1CCN(Cc2ccccc2)CC1)c1ccncc1	13.7%	-1.7%	-33.9%	-4.6%	/	10.4	1.2%	-7.6%	5.2	2.3
COC(=O)C1=C(COc2ccc(C=O)cc2OC)NC(=O)NC1c1cc(C)ccc1C (stereo not drawn)	2.4%	3.5%	7.1%	-8.7%	-4.7	-3.6	-0.2%[46.1 µM]	-20.8%	-2.2	-2.7
COc1cc(-c2cc(C(=O)NN3CCN(C)CC3)c3ccccc3n2)cc(OC)c1OC	-0.5%	-3.9%	0.0%	/	6.1	36.9	-6.1%[46.1 µM]	-10.9%	/	/
Cc1ccc2c(c1Br)/C(=N/N1C(=O)c3ccccc3C1=O)C(=O)N2	-7.6%	5.1%	-5.4%	3.8%	7.0	2.9	8.6%	?	-5.3	-12.1
COc1ccc(-c2nnc(NC(=O)c3cccs3)s2)c(OC)c1	1.0%	0.9%	16.4%	-1.8%	0.1	2.2	-4.6%	?	2.5	-2.2
C=CCn1c(SCC(=O)OCc2ccccc2)nc2c1c(=O)n(C)c(=O)n2C	2.7%	2.1%	20.0%	-3.4%	6.0	4.0	-4.0%	?	-5.8	-18.0
COc1ccc(CC(=O)Nc2ccc(C(=O)NC(C)(C)C)cc2)cc1OC	-0.3%	3.4%	-1.6%	0.5%	22.3	-14.7	2.9%	-0.2%	-23.5	2.7
COc1cccc(C(=O)NC(=S)Nc2ccc3oc(=O)ccc3c2)c1	4.0%	-5.3%	0.9%	-2.6%	0.6	-8.0	4.1%[46.1 µM]	-9.0%	5.6	8.3
O=C(c1cc(Cl)nc2ccccc12)N1CCc2ccccc2C1	-0.2%	-10.2%	14.2%	2.8%	0.3	-6.6	-6.4%	-9.7%	1.0	-24.6
C[C@H](NC(=O)C1CCN(S(=O)(=O)c2ccccc2)CC1)C(=O)NCc1ccccn1	3.0%	-0.8%	-3.3%	7.7%	0.9	-5.0	-0.4%	2.6%	2.3	-4.4
C/C(Cc1ccccc1)=N\NC(=O)c1ccc(F)cc1	-0.6%	2.0%	5.0%	14.8%	?	38.4	5.0%	20.8%	6.7	-0.6
C=CCn1c(SCC(=O)NC2CC2)nc2sc(CC)cc2c1=O	10.8%	-0.3%	12.4%	-1.1%	4.8	-4.0	11.1%	-11.5%	/	-8.1
O=C(Nc1ccc(S(=O)(=O)N2CCCC2)cc1)C1CCCN1C(=O)c1cccs1 (stereo not drawn)	0.0%	-2.7%	1.6%	-3.1%	-2.7	3.2	4.3%	-0.7%	-16.0	-4.1
O=C(NCC(O)c1ccccc1)c1cccs1 (stereo not drawn)	1.9%	-2.5%	-3.2%	2.2%	-0.7	-4.3	-16.0%	?	5.1	6.5
COc1ccc(CN2C(=O)C(CC(C)C)Nc3ncnc(N4CCN(c5ccccc5)CC4)c32)cc1 (stereo not drawn)	-2.3%	?	19.6%	5.6%	13.9	-2.9	-8.6%	-2.3%	7.4	-29.8
O=c1cc(CNCCCO)c2ccccc2[nH]1	0.2%	0.0%	21.4%	2.1%	2.3	24.9	5.1%	7.0%	2.8	9.5
CN1CCCN(S(=O)(=O)c2cccc(Cl)c2Cl)CC1	-0.2%	6.8%	2.9%	-12.3%	-0.9	-3.8	0.2%	-3.0%	15.3	9.8
Cc1ccccc1OCCN1C(=O)NC2(CCCc3ccccc32)C1=O (stereo not drawn)	0.7%	7.9%	-20.3%	2.4%	6.4	7.7	3.5%	7.2%	10.3	-38.4
Cc1ccc(NC(=O)CN(C)C(=O)CSc2nc(C)cs2)cc1	-0.8%	-13.0%	1.1%	-5.4%	-1.6	1.1	-8.6%	16.2%	-2.3	-0.5
O=S(=O)(Nc1ccc(S(=O)(=O)Nc2ccccc2)cc1)c1ccccc1	-2.8%	0.3%	-11.9%	-2.2%	-0.9	3.7	-3.5%	13.6%	-9.5	-1.7
Cc1cc(C)nc(SCC(N)=O)n1	2.8%	-1.4%	-8.8%	-7.4%	10.0	10.2	1.7%	6.9%	4.9	-14.1
COc1ccc(N2C(=O)CSC2c2ccncc2)cc1 (stereo not drawn)	-1.1%	-1.9%	-2.3%	1.3%	1.2	-6.0	-1.7%	18.4%	-20.3	13.6
CCOC(=O)C1CCCN(CC(O)COc2ccccc2C(C)=O)C1 (stereo not drawn)	3.0%	-2.9%	21.6%	-2.4%	-4.2	-1.1	2.3%	0.8%	11.4	-2.2
C1=C(CCNC2=NCCCCC2)CCCC1	0.4%	6.6%	19.8%	0.2%	3.3	-4.7	-0.8%	-30.3%	-5.8	-11.0
COC(=O)c1cc2nc(-c3ccccc3)cc(C)n2n1	-0.2%	11.0%	-7.4%	-1.4%	0.9	-9.8	-44.6%	-7.2%	-1.0	-31.9
COC(=O)Nc1ccc(S(=O)(=O)N2CCC(C(=O)NC3CCCCC3)CC2)cc1	1.7%	-6.5%	-8.4%	-2.5%	-0.9	17.9	-6.4%	1.5%	4.2	4.1
CCCc1nnc(SCC(=O)Nc2ccc(Cl)cc2Cl)o1	2.4%	-26.4%	-22.5%	7.4%	-5.2	10.0	6.3%	24.5%	2.7	13.6
CCOC(=O)C1C(=O)OC2(CCOC(C)(C)C2)C1C(=O)OCC (stereo not drawn)	0.0%	-7.9%	12.9%	-0.1%	-2.1	-3.5	-0.5%	7.0%	-20.5	4.1
CCCC(=O)Nc1ccc(Cl)c(NC(=O)c2cccnc2Cl)c1	-1.7%	0.6%	-2.3%	-3.3%	-2.9	19.4	-2.7%	-1.5%	-5.0	2.3
CC(Sc1nc(NCc2ccccc2)nc(N2CCOCC2)n1)C(=O)Nc1ccccc1 (stereo not drawn)	5.1%	-5.1%	-0.8%	6.3%	7.1	-4.0	2.3%	?	4.6	-2.2
CCOC(=O)CSC1=C(C#N)C(c2sccc2C)CC(=O)N1 (stereo not drawn)	5.2%	-2.0%	17.2%	-1.6%	1.3	0.0	-1.7%	?	-11.3	0.3
COc1cc(Cl)ccc1OCc1cc(C(=O)N2CCN(C)CC2)no1	2.9%	-1.1%	-2.7%	3.9%	6.9	-1.7	8.7%	-0.6%	-9.9	-5.3
Cc1cc(C)n2ncc(-c3cccc(Br)c3)c2n1	-0.2%	-17.2%	6.5%	-1.1%	1.6	1.1	4.2%	?	2.7	0.3

The list is partial; rates above refer to the full screens.
